NCI-60 one-dose screen, 48 h, at 10 µM unless noted. Numbers give growth in % (100 = growth as untreated, 0 = no growth, -100 = all killed).
SR: SR leukemia cells. 73,000 compounds, 8.7% hits. AID 1794780
MOLT-4: MOLT-4 leukemia cells; 80,000 compounds, 6.9% hits
CCRF-CEM: CCRF-CEM leukemia; 77,000 compounds, 7% hits
EKVX: EKVX NSCLC; AID 1794765; 71,000 compounds, 3% hits
HOP-92: HOP-92 NSCLC cells. AID 1794738. 71,000 compounds, 6.3% hits
HOP-62: HOP-62 NSCLC | 80,000 compounds, 3.9% hits | AID 1794735
K-562: K-562 leukemia | 78,000 compounds, 7.4% hits | AID 1794777
RPMI-8226: RPMI-8226 leukemia cells | 77,000 compounds, 7.5% hits | AID 1794781
* marks the source's active call; other numbers are inactive results; nt = not tested or not shown; & = joins results of further samples; [ ] = another dose, or the depositor's remark. The calls were made as follows: active = growth percent below 10; inactive = the rest.

SMILES	SR	MOLT-4	CCRF-CEM	EKVX	HOP-92	HOP-62	K-562	RPMI-8226
COc1ccccc1/C=C1/Sc2scc(CC(=O)Nc3ccccc3)[n+]2C1=O	77	93	101	96	80	96	94	93
ClC(Cl)C1=NC(c2ccccc2)=N[C@H]2CCC[C@@H]2N1c1ccccc1	90	87	94	105	105	103	83	111
CCCCCCCC[C@@H]1C=CC(=O)N1CCCCCCC(=O)OC	110	103	99	95	81	92	102	103
COc1ccc(-c2cnc(C(N)=O)c(=O)[nH]2)cc1	93	84	92	110	109	102	88	106
C=C(C)[C@@H]1CC[C@]2(C(N)=O)CC[C@]3(C)[C@H](CC[C@@H]4[C@@]5(C)CC/C(=N\OCCC#N)C(C)(C)[C@@H]5CC[C@]43C)[C@@H]12	73	62	77	88	77	86	54	61
CCOC(=O)c1c(C)nc2c(c1N)/C(=C/c1ccccc1[N+](=O)[O-])C(=O)N2Cc1ccc(OC)cc1	38	42	43	76	50	81	42	33
O=C(CC(=O)c1ccccc1F)Nc1ccc([N+](=O)[O-])cc1	78	93	nt	nt	80	114	92	68
O=C(O)c1c[nH]c2cc(Cl)ccc2c1=O	96	94	98	86	75	87	84	97
CCOC(=O)C(CC(Nc1ccc(OC)cc1)c1ccccc1)[N+](=O)[O-] (stereo unspecified)	85	97	97	nt	94	108	93	99
Cc1ccc2nc(Cl)c(-c3nc4ccccc4s3)cc2c1	97	84	95	72	71	106	96	89
O=S(=O)(NCc1ccco1)c1ccc(F)cc1	101	93	83	103	nt	105	104	103
C=CC(C)(C)[N+](C)(C)C	85	95	103	nt	108	99	97	99
CN=C(N)N/N=C(\C)c1ccc2c(c1)Cc1ccccc1-2	-62*	-63*	-35*	1.9*	-8.4*	-73*	-82*	-21*
COc1ccc(C(O)c2cc3c(N)c(C(=O)Nc4cccc(Cl)c4)sc3nc2C)cc1 (stereo unspecified)	13	15	8.8*	48	74	27	11	16
C#CCOc1cc(N(CC)CC)ccc1C(C(=O)NC(C)(C)C)N(C(=O)C1CCc2cc(F)ccc2O1)c1ccc(F)cc1F (stereo unspecified)	27	6.8*	40	48	30	52	18	26
N#C/C(=C\c1ccc2ccccc2c1)c1cc2ccccc2[nH]1	23	29	18	55	41	40	19	32
O=c1[nH]nc(-c2ccccc2)c2sc(NC(=S)Nc3ccc(Cl)cc3)nc12	92	80	99	83	97	79	81	88
COc1ccc(C(=O)/C=C/c2cc(F)cc(C(F)(F)F)c2)cc1S(N)(=O)=O	3.0*	1.6*	4.9*	7.0*	-9.4*	-47*	5.4*	3.0*
COc1ccc(-c2c(C)noc2-c2ccc(O)cc2O)cc1	31	59	72	nt	104	118	40	51
N#C/C(=C\c1ccc(C(F)(F)F)cc1)c1cc2ccccc2[nH]1	96	92	98	98	119	100	90	72
COc1cccc(-c2nc3sccn3c2-c2ccnc(NCCCNS(=O)(=O)c3ccccc3)n2)c1	51	29	30	nt	56	119	25	28
COc1cc(NC(=O)CCSc2nc3ccccc3c(=O)n2CCc2ccccc2)cc(OC)c1OC	95	101	108	nt	nt	66	73	61
NC(=Nc1ccccc1)Nc1ccccc1	108	107	23	nt	84	90	99	101
O=C(O)CC1C=CCCC1 (stereo unspecified)	106	107	100	112	89	93	109	94

3 compounds drawn at random from those above:
SMILES	SR	MOLT-4	CCRF-CEM	EKVX	HOP-92	HOP-62	K-562	RPMI-8226
COc1cccc(-c2nc3sccn3c2-c2ccnc(NCCCNS(=O)(=O)c3ccccc3)n2)c1	51	29	30	nt	56	119	25	28
COc1cc(NC(=O)CCSc2nc3ccccc3c(=O)n2CCc2ccccc2)cc(OC)c1OC	95	101	108	nt	nt	66	73	61
NC(=Nc1ccccc1)Nc1ccccc1	108	107	23	nt	84	90	99	101

The listing continues:
SMILES	SR	MOLT-4	CCRF-CEM	EKVX	HOP-92	HOP-62	K-562	RPMI-8226
COC(=O)C(C)C(=O)OC	95	102	97	nt	78	106	105	94
Cc1cc(C(=O)Nc2ncc(Cc3cccc(C(F)(F)F)c3)s2)c2ccccc2n1	9.3*	15	12	43	28	32	7.8*	34
Fc1cc2c(cc1Cl)N(c1ncnc3ccc(-c4cnc5[nH]ncc5c4)cc13)CC2	57	60	71	42	34	55	77	60
CNC(=O)OCc1c(COC(=O)NC)c(-c2ccc(F)cc2)n2c1CCC2	nt	51	nt	102	57	92	87	nt
CCN(CC)c1ccc(C2CC(c3cc(OC)c(OC)c(OC)c3)=NN2)cc1 (stereo unspecified)	-11*	7.4*	nt	28	-14*	35	5.5*	-13*
N=C(N)c1ccc(-c2ccc(-c3ccc(F)cc3F)o2)nc1	28	74	23	93	32	91	18	53
O=C(NCc1ccc(Cl)cc1)C1CN(c2ccc(Cl)cc2)N(c2ccc(Cl)cc2)C1=O (stereo unspecified)	83	86	99	93	68	86	79	83
Cc1ccc(CN2C(=O)C3(NCCc4cc(O)ccc43)c3ccccc32)cc1 (stereo unspecified)	96	96	97	94	68	74	91	98
CCCCOc1ccc(N)cn1	91	68	nt	nt	nt	104	98	67
CC1=C(C(=O)OCC(C)C)C(c2cccc(C#N)c2)C(C(=O)OCC(C)C)=C(C)N1	47	43	68	72	63	88	56	64
C/C(=N\O)c1ccc(NC(=O)CSc2nnc(-c3ccccc3)n2-c2ccccc2)cc1	106	95	92	92	30	65	96	91
N#C/C(=C\c1ccc(-c2ccccc2)cc1)c1ccc(Cl)cc1	87	88	109	65	80	94	87	94
Cc1cccc(OC(=O)Nc2ccc(C(=O)O)c(O)c2)c1	102	96	97	nt	105	103	103	99
CN(C)c1ccc(/C=C/C(=O)c2ccc(Nc3nc(Nc4ccc(F)cc4)nc(Nc4ccc(Cl)cc4)n3)cc2)cc1	4.8*	-3.1*	4.1*	67	51	78	24	31
CN(C)C(CN)c1ccccc1 (stereo unspecified)	122	108	114	118	79	105	99	112
O=C1CCC(C(=O)N/N=C/c2ccc(CO)o2)N1 (stereo unspecified)	106	103	103	101	106	107	106	110
O=S(=O)(NCCCNc1nccc(-n2ccc3cccnc32)n1)c1ccc(F)cc1	107	97	100	96	96	107	96	nt
O=S(=O)(NCCCNc1nccc(-c2c(-c3ccc(F)c(O)c3)nc3sccn23)n1)c1ccc(O)cc1	88	115	106	107	102	110	97	101
O=C1c2cc(I)ccc2Oc2cc([N+](=O)[O-])ccc2N1c1ccc(Cl)cc1F	nt	57	77	93	88	90	49	87
O=C1C(=O)c2ccccc2C(O)=C1C1CCC(c2ccc(Cl)cc2)CC1 (stereo unspecified)	99	91	100	102	nt	nt	nt	104
CC1(c2cc(NC(=O)Cc3ccc4ccccc4c3)n(C3CCCCC3)n2)CC1	110	104	97	89	82	124	97	nt
O=c1[nH]c2nc(S(=O)(=O)O)nc(S(=O)(=O)O)c2[nH]1	102	106	96	123	94	108	101	98
CCOC(=O)c1nc2c3ccccc3ccn2c1C#N	110	101	100	96	98	114	98	107
C/C(=N\O)C(=O)NCCCCCC(=O)Nc1ccccc1	104	101	101	98	94	102	100	106

Given with values under each structure: part of the list above.
Values in the order: SR | MOLT-4 | CCRF-CEM | EKVX | HOP-92 | HOP-62 | K-562 | RPMI-8226
Cc1ccc(CN2C(=O)C3(NCCc4cc(O)ccc43)c3ccccc32)cc1 (stereo unspecified)
→ 96 | 96 | 97 | 94 | 68 | 74 | 91 | 98
CCCCOc1ccc(N)cn1
→ 91 | 68 | nt | nt | nt | 104 | 98 | 67
CC1=C(C(=O)OCC(C)C)C(c2cccc(C#N)c2)C(C(=O)OCC(C)C)=C(C)N1
→ 47 | 43 | 68 | 72 | 63 | 88 | 56 | 64
C/C(=N\O)c1ccc(NC(=O)CSc2nnc(-c3ccccc3)n2-c2ccccc2)cc1
→ 106 | 95 | 92 | 92 | 30 | 65 | 96 | 91
N#C/C(=C\c1ccc(-c2ccccc2)cc1)c1ccc(Cl)cc1
→ 87 | 88 | 109 | 65 | 80 | 94 | 87 | 94
Cc1cccc(OC(=O)Nc2ccc(C(=O)O)c(O)c2)c1
→ 102 | 96 | 97 | nt | 105 | 103 | 103 | 99
CN(C)c1ccc(/C=C/C(=O)c2ccc(Nc3nc(Nc4ccc(F)cc4)nc(Nc4ccc(Cl)cc4)n3)cc2)cc1
→ 4.8* | -3.1* | 4.1* | 67 | 51 | 78 | 24 | 31
CN(C)C(CN)c1ccccc1 (stereo unspecified)
→ 122 | 108 | 114 | 118 | 79 | 105 | 99 | 112
O=C1CCC(C(=O)N/N=C/c2ccc(CO)o2)N1 (stereo unspecified)
→ 106 | 103 | 103 | 101 | 106 | 107 | 106 | 110
O=S(=O)(NCCCNc1nccc(-n2ccc3cccnc32)n1)c1ccc(F)cc1
→ 107 | 97 | 100 | 96 | 96 | 107 | 96 | nt
O=S(=O)(NCCCNc1nccc(-c2c(-c3ccc(F)c(O)c3)nc3sccn23)n1)c1ccc(O)cc1
→ 88 | 115 | 106 | 107 | 102 | 110 | 97 | 101
O=C1c2cc(I)ccc2Oc2cc([N+](=O)[O-])ccc2N1c1ccc(Cl)cc1F
→ nt | 57 | 77 | 93 | 88 | 90 | 49 | 87
O=C1C(=O)c2ccccc2C(O)=C1C1CCC(c2ccc(Cl)cc2)CC1 (stereo unspecified)
→ 99 | 91 | 100 | 102 | nt | nt | nt | 104
CC1(c2cc(NC(=O)Cc3ccc4ccccc4c3)n(C3CCCCC3)n2)CC1
→ 110 | 104 | 97 | 89 | 82 | 124 | 97 | nt
O=c1[nH]c2nc(S(=O)(=O)O)nc(S(=O)(=O)O)c2[nH]1
→ 102 | 106 | 96 | 123 | 94 | 108 | 101 | 98
CCOC(=O)c1nc2c3ccccc3ccn2c1C#N
→ 110 | 101 | 100 | 96 | 98 | 114 | 98 | 107
C/C(=N\O)C(=O)NCCCCCC(=O)Nc1ccccc1
→ 104 | 101 | 101 | 98 | 94 | 102 | 100 | 106

(more compounds)
SMILES	SR	MOLT-4	CCRF-CEM	EKVX	HOP-92	HOP-62	K-562	RPMI-8226
O=C1C=C[C@H](O)[C@@]2(CO)O[C@@H]12	nt	27	-51*	72	65	126	4.1*	nt
CSc1c2ccccc2nc2[nH]c3ccccc3c12	120	112	115	92	nt	93	102	nt
COc1cc(C#CC[C@@H]2C[C@]3(C)[C@H]4CC=C5[C@@H]6[C@@H](C)[C@H](C)CC[C@]6(C(=O)O)CC[C@@]5(C)[C@]4(C)CC[C@H]3C(C)(C)[C@H]2O)cc(OC)c1OC	64	34	36	42	nt	79	33	32
COc1cc2oc(-c3cccc(NC(=O)c4ccccc4Br)c3)cc(=O)c2c(OC)c1OC	35	42	40	77	41	91	35	40
O=C(O)c1cc(-c2cccs2)c2sc(=O)[nH]c2n1	99	95	106	101	nt	87	97	108
CCOc1ccc2nc(C)cc(Nc3ccc(S(=O)(=O)Nc4ncccn4)cc3)c2c1	nt	95	108	103	102	101	130	101
Oc1cc(OCc2ccccc2)ccc1-c1[nH]ncc1Oc1ccccc1	93	74	99	85	107	97	101	92
CCOC(=O)c1cc(=O)c2c(OC)ccc(OC)c2[nH]1	100	107	61	102	105	124	106	97
O=C(O)c1ccc(-c2nn(-c3ccc(C(=O)O)cc3)cc2/C=N/Nc2ccc(F)cc2)cc1	100	82	48	90	83	91	35	86
c1ccc(N2N=C(c3cccc(Nc4ccncc4)c3)CC2c2ccc3c(c2)OCO3)cc1 (stereo unspecified)	4.5*	8.0*	1.6*	46	26	23	4.9*	2.6*
O=C(CCCCCCN1CC(=O)N2[C@@H](c3ccc(Cl)c(F)c3)c3[nH]c4ccccc4c3C[C@H]2C1=O)NO	45	45	41	88	92	79	54	59
CCC1CN2C(=N1)c1ccccc1-c1cc(Cl)ccc12 (stereo unspecified)	nt	-25*	13	23	-12*	5.9*	2.3*	-9.4*
COc1ccc(OC)c(/C=C/C(=O)c2c(C)nc3ccccc3c2/C=C/c2ccc(C)cc2)c1	nt	34	36	78	68	103	38	24
CCCNNC(=O)c1ccc(CNC(=O)/C=C/c2ccccc2)cc1	31[2.5 µM]	15[2.5 µM]	27[2.5 µM]	55[2.5 µM]	26[2.5 µM]	20[2.5 µM]	15[2.5 µM]	19[2.5 µM]
NS(=O)(=O)c1ccc(CCN2C(=O)C=CC2=O)cc1	92	97	99	102	108	97	nt	102
O=C(NCCCl)Nc1ncccc1OCc1ccccc1	78	95	106	99	103	100	103	99
CC1(C)CC(=O)C2=C(C1)N(c1ccc(F)cc1F)C(N)=C(C#N)C2c1ccc([N+](=O)[O-])cc1 (stereo unspecified)	96	97	97	99	105	121	90	nt
Cc1sc2nc(NCc3ccccc3)[nH]c(=O)c2c1C	14	44	59	70	69	39	13	50
CCN(CC)c1ccc2cc(NC(=O)OCCNC(=O)CCNC(=O)[C@H](CC(C)C)NC(=O)C(C)(C)NC(=O)C(C)(C)NC(=O)[C@H](CC(C)C)NC(=O)CCNC(=O)C(C)(C)NC(=O)[C@H](CC(C)C)NC(=O)CCNC(=O)[C@@](C)(CC)NC(=O)[C@H](C)NC(=O)CCNC(=O)C(C)(C)NC(=O)[C@H](C)NC(=O)[C@@H]3CCCN3C(=O)[C@@](C)(CC)NC(=O)[C@H](Cc3ccccc3)NC(=O)C3CCCN3C(=O)C(C)(C)NC(=O)C3CCCN3C(=O)C(C)(C)NC(C)=O)c(=O)oc2c1 (stereo partly specified)	-53*	-62*	-64*	-100*	-96*	-87*	-60*	-60*
CC(C)Oc1ccc(Nc2ccccc2)cc1	101&96	70&89	88&86	88	99	95&106	71&88	91&86
CCCC(=O)c1ccc(Br)cc1	94	86	89	95	82	86	83	86

Screens (PubChem)
